High-throughput results (PubChem BioAssay)
12-LOX inh = inhibitors of human 12S-lipoxygenase ALOX12. AID 1671190. purified 12hLO, xylenol orange hydroperoxide absorbance. P18054. Potency, µM (series often up to 108 µM), without a hit: at the highest dose activity change, negative = inhibition, actives largely listed as inhibitors. 1.1% of 580,000 active; also: potency is read from the fitted curve at half-maximal effect; % is scaled to controls: 0 for no effect and ±100 for the full control effect
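Hydroperoxide product was detected by ferrous iron/xylenol orange as the 573 to 405 nm absorbance ratio. Arachidonic acid at 40 uM (final) was turned over for 30 min at room temperature by 150 nM human 12hLO, pH 7.0 Hepes buffer, after 15 min compound preincubation.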
Vif-APOBEC3F blk = inhibitors of Vif-A3F interaction; HeLa A3F-eYFP + Vif (tagged APOBEC3F with the HIV-1 protein that degrades it), YFP fluorescence increase; Potency, µM (top dose mostly 46.1 µM), inactives show at the highest dose activity, negative = active; 0.2% of 390,000 active; also: potency is read from the fitted curve at half-maximal effect; % of control where 0% means no effect; nearly all actives have a fitted effect of over 65% in size
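HeLa cells stably expressing A3F-eYFP plus Vif, plated and incubated overnight at 37 deg C, then exposed to compounds overnight at 37 deg C. Blocked degradation read as raised yellow fluorescence (Ex 488/Em 500-530).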
Vif-A3G inh = inhibitors of Vif-APOBEC3G interaction. HeLa A3G-eYFP + Vif (tagged APOBEC3G with the HIV-1 protein that degrades it), YFP fluorescence, overnight. Potency, µM (series often up to 46.1 µM), for the others: top-dose activity, negative = active, actives largely listed as inhibitors. 0.076% of 410,000 active;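 also: potency is read from the fitted curve at half-maximal effect; % is scaled to controls: 0 for no effect and ±100 for the full control effect; nearly all actives have a fitted effect of over 60% in size; hits raise eYFP signal because A3G escapes Vif-driven loss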
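Read-out is eYFP fluorescence (Ex 488/Em 500-530) from Vif-expressing HeLa A3G-eYFP cells; more signal means A3G escaped Vif-mediated degradation. Cells plated overnight, compound pinned in, incubated overnight at 37 deg C.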
LDHA block = blocks human lactate dehydrogenase A | activity change, % (values are at about 110 or 230 µM) | purified LDHA, NADH/diaphorase-resazurin fluorescence; stronger effect = lower value | P00338 | 0.15% of 480,000 active; in the data active = activity change below about -30%; inconclusive = mostly about -25% to -30%;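 also: plate controls were DMSO wells for no effect and wells without enzyme for full effect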
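Human LDH5 at 2 nM final in Tris HCl pH 7.4 with 0.06 mM NADH and 0.2 mM pyruvate, reacted 5 minutes at room temperature. Remaining NADH coupled via diaphorase/resazurin; resorufin fluorescence read at 0 and 20 minutes, normalized to enzyme-free and DMSO wells.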
D2 ag = agonists of human D2 dopamine receptor | P14416 | HEK293 T-REx D2 cells, calcium flux agonist mode | activation, % at 2 µM | 0.53% of 340,000 active | AID 485358;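 active = activation over 3 SD above normal in the single-dose calcium agonist read, cut at about 30% in these data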; also: 0% is about no effect
Target sequence (P14416 whole entry, looked up): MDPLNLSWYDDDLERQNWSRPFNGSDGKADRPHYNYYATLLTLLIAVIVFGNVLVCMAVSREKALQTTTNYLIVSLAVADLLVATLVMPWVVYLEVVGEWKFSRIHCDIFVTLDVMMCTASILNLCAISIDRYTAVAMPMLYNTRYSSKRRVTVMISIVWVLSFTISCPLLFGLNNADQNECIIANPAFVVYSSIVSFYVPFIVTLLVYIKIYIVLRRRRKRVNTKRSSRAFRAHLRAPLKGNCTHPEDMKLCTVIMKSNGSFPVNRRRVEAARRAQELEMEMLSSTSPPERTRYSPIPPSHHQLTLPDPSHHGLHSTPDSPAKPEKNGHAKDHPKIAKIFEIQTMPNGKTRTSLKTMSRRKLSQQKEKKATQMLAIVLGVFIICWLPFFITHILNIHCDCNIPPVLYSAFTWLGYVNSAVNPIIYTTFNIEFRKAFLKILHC
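Tetracycline-induced HEK293 Trex cells with D2 receptor force-coupled to calcium signaling, plated overnight at 30 C and loaded with no-wash calcium dye. Calcium flux read kinetically for 180 s after compound addition; responses flag agonists.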
Glioma ERSR ind = ER stress response induction in glioma; U87-MG GRP78 promoter luciferase reporter, 16 h; Potency, µM, without a hit: top-dose activation, usual class: activators; 0.02% of 420,000 active; AID 602332; also: potency is read from the fitted curve at half-maximal effect; series mostly up to about 76 µM; % of control where 0% means no effect; nearly all actives have a fitted effect of over 35% in size
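Stably transfected U87-MG glioma cells carrying a GRP78-based luciferase sensor; 16 h compound incubation. Luminescence end-point read 10 min after Bright-Glo addition at room temperature.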
ERG-DNA inh = ERG Ets/DNA interaction inhibition. P11308. fluorescence polarization, His-ERG Ets domain / labelled DNA. Potency, µM (series often up to 76.9 µM), without a hit: at the highest dose FP activity, negative = inhibition, usual class: inhibitors. 0.028% of 370,000 active; active = well fitted inhibition curve with a large enough effect in the polarisation, with a control signal flat; inconclusive = small, poorly fitted or top-dose-only effect, or effect the other way, or a change in a side signal; inactive = no such curve, though single readings can be large or run the other way; the % refers to the polarisation;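 also: polarization taken with two DNA probes labelled with fluorescein and Texas red; potency is read from the fitted curve at half-maximal effect; % of control where 0% means no effect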
Target sequence (P11308 whole entry, looked up, the tested form may be a part): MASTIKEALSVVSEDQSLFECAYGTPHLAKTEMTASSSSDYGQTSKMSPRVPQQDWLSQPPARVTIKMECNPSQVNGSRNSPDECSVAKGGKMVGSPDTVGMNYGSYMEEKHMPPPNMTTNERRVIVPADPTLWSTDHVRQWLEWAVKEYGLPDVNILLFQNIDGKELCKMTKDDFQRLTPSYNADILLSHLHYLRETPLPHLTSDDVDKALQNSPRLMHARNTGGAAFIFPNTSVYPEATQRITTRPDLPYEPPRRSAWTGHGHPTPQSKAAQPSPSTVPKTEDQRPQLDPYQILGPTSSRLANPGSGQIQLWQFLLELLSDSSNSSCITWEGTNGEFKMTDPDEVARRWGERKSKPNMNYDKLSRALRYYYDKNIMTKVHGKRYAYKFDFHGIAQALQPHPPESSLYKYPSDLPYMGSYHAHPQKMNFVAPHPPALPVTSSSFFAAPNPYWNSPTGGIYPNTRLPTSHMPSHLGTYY
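His-tagged ERG Ets domain (1 uM in the protein solution; 300mM KCl, 50mM Tris-HCl, 1mM EDTA, 1mM DTT, pH 7.5) received compound, then a probe mix of 5 nM fluorescein-DNA and 100nM Texas-615-DNA. Fluorescence polarization was read for both dyes.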
RGS4 inh = human RGS4 inhibition. P49798. Transcreener GDP fluorescence polarization, RGS4-accelerated GTP hydrolysis. Potency, µM (titrated, usually from 114 µM), for inactives: at the top dose activity change, negative = inhibition, most hits filed as inhibitors. 0.039% of 390,000 active. AID 504845; also: potency is read from the fitted curve at half-maximal effect; % is scaled to controls: 0 for no effect and ±100 for the full control effect; nearly all actives have a fitted effect of over 75% in size; some results filed as inactive show a strong effect at the top dose
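MLSMR compounds (23 nl, pin-transferred) preincubated 10 min at room temperature with a 500nM (2x) first reagent, then RGS4 at 900nM (2x) plus Transcreener GDP mix added; fluorescence polarization (620/688 nm) read before and after 90 min at 30 °C.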
D2 antag = antagonizes the human D2 dopamine receptor | P14416 | HEK293 TREx D2 cells, calcium flux, dopamine EC80 | inhibition, % at 10 µM | 2% of 340,000 active | AID 485344; in the data active = inhibition above about 30%; also: 0% is about no effect
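In this primary screen, negative modulation is detected by tracking calcium flux after an EC80 dopamine challenge in inducible HEK293 T-REx D2 cells preexposed to test compound for 180 s.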
The depositor's hits bear a star; i = inactive; ? = inconclusive; / = no result given; & = joins results of further samples; [ ] = another dose, or the depositor's remark. Unless noted, calls follow the shape of the dose curve; as a rule, active = well fitted curve in the direction sought with a large enough effect; inconclusive = small, poorly fitted or top-dose-only effect, or another doubt; inactive = no such curve, though single readings can be large; an effect the other way counts as inactive or inconclusive.

SMILES	12-LOX inh	Vif-APOBEC3F blk	Vif-A3G inh	LDHA block	D2 ag	Glioma ERSR ind	ERG-DNA inh	RGS4 inh	D2 antag
COc1cccc(C(c2nnnn2Cc2ccccc2)N2CCC3(CC2)C(=O)NCN3c2ccccc2)c1OC (stereo not drawn)	?	/	-4%	-2	/	-1%	/	/	/
C=C1[C@H]2CC[C@H]3[C@]4(C)C[C@H](O[C@H]5O[C@H](CO)[C@@H](OS(=O)(=O)O)[C@H](OS(=O)(=O)O)[C@H]5OC(=O)CC(C)C)C[C@@H](C(=O)O)[C@H]4CC[C@]3(C2)[C@H]1O	-16%	-5%	3%	0	-1.1	0%	14%	-20%	4
CCCNC(=O)N1[C@H]2CC[C@@H]1C(C(=O)OC)=C(c1ccc(-c3ccccc3)c(F)c1)C2	3%	0%	2%	-12	0.6	-4%	10%	-2%	-10
CC#CP(=O)(OCC)C(O)(c1ccccc1)C(F)(F)F (stereo not drawn)	?	-1%	-3%	-4	0.0	-5%	-5%	-16%	-6
CCC(=NCc1cccnc1)c1c(O)n(C2CCCCC2)c(=O)[nH]c1=O	-9%	4%	1%	2	0.9	-1%	-11%	-32%	1
CCCCCn1c(=O)c(C(=O)NCc2ccccc2Cl)c(O)c2ccccc21	13%	-5%	-1%	-7	0.7	-2%	0%	16%	-1
COC(=O)C1=C(c2ccc(OCc3ccccc3)cc2)C[C@@H]2CC[C@H]1N2C(=O)NCc1ccc(Cl)cc1	-5%	3%	1%	-1	/	-1%	/	/	/
O=C1NC(=O)N(Cc2ccccc2)C(=O)/C1=C/C=C/c1ccco1	?	?	?	-13	4.5	-16%	69%[activator]	?	-28
Cc1nc2ccc(Cl)cn2c1P(=S)(N1CCOCC1)N1CCOCC1	0%	-7%	-1%	-4	0.2	0%	-16%	17%	3
COc1ccc(NC(=O)CCc2nc(C3=CCN(Cc4cccc(C)c4)CC3)no2)c(OC)c1	7%	-2%	2%	-1	0.8	-2%	3%	-14%	/
O=C(Nc1nc2ccccc2n1CCN1CCCC1)c1ccc(Cl)cc1	78%[activator]	-9%	?	-4	0.0	-4%	-3%	31%	-17
CCCCc1ccc(C(=O)O)nc1	6%&4%	6%	1%	3	0.1	3%&-4%&-4%&-5%&-2%	3%	14%[56.9 µM]	0
Cc1ccc(C)c(NC(=O)CSc2nnc([C@@H](N)Cc3c[nH]c4ccccc34)o2)c1	4%	9%	0%	1	0.2	-3%	1%	-7%	-5
CNC(C)Cc1ccccc1Sc1ccc(O)cc1 (stereo not drawn)	-1%	4%	8%	-1	0.4	-2%	0%	-24%	67*
CCCCn1nnnc1C(c1ccnc2ccccc12)N1CCC2(CC1)C(=O)NCN2c1ccccc1 (stereo not drawn)	?	/	-5%	-5	/	-3%	/	/	/
CN(Cc1ccccc1)Cc1ccccc1OC(=O)N(C)C	-12%	3%	0%	-2	-0.3	-2%	-4%	-7%	2
COc1ccc(N2C(=O)/C(=C/c3ccc(C)o3)C(=O)NC2=S)cc1	13µM*	0%	2%	-5	-0.7	2%	18%	?	20
COC(=O)C1=C(c2ccccc2)C[C@@H]2CC[C@H]1N2C(=O)NC(C)C	?	10%	1%	-6	/	-2%	18%	10%	/
O=c1[nH]c(=S)n(Cc2ccc(F)cc2)c(O)c1/C=N/N1CCCCC1	-2%	1%	-5%	-5	-1.1	-2%	3%	-21%	4
CC(=NCc1ccco1)c1c(O)n(-c2ccc(C)cc2)c(=O)[nH]c1=O	i	-4%	-1%	-10	0.4	-6%	4%	-8%	-10
COC(=O)c1cn(C(=O)c2cccc3ccccc23)c2ccccc12	-10%&1%	-4%	?	-1&0	-0.8	-3%	4%	3%	5
CC(=NCc1ccc2c(c1)OCO2)c1c(O)n(-c2ccc(C)cc2)c(=O)[nH]c1=O	152%[activator]	-17%	1%	-3	-0.3	-4%	-1%	6%	-2
CCN(CCNc1ccc([N+](=O)[O-])c2cccnc12)S(=O)(=O)c1ccccc1	0%&2%	?	-7%	6&9	-1.0	-3%	-6%	5%	2
C[C@H]1CN([C@@H](C)CO)C(=O)CCCn2nncc2CO[C@H]1CN(C)C(=O)Oc1ccccc1	?	-2%	0%	0	/	-4%	/	/	/
CC12CCCCC1N(O)CN2O (stereo not drawn)	0%	0%	-7%	-4	0.5	-4%	-4%	-24%	3
N#Cc1cc2c(nc1SCC(=O)Nc1ccc(C(F)(F)F)cc1)C1CCN2CC1	-26%	-2%	5%	-10	/	0%	2%	-4%	/
O=C1NCN(c2ccccc2)C12CCNCC2	-18%	5%	1%	-3	0.4	-1%	8%	-3%	1
CN(C)CCNC(=O)c1cccn(Cc2cccc(C(F)(F)F)c2)c1=O	?	7%	-4%	-6	-0.3	-3%	0%	?	-19
COc1cc2c(cc1OC)C(C1c3cc4c(cc3CCN1C)OCO4)OC2=O (stereo not drawn)	9%	1%	2%	-8	0.4	-1%	10%	15%	-6
COc1ccc(CC(=O)N(C)C2CCCN(Cc3ccccc3F)C2)cc1OC (stereo not drawn)	-6%	1%	1%	-2	1.3	-4%	0%	7%	0
O=c1[nH]c2ccccc2n1C1CCN(C(c2nnnn2C2CCCCC2)C2CC2)CC1 (stereo not drawn)	-2%	/	-5%	-6	/	-6%	/	/	/
Cc1ccc(-c2nc3c(=O)n(C)c(=O)nc-3n(C)n2)cc1	/	/	-13%	23	/	-9%	/	-34%	/
O=C(Nc1ccc(Cl)cc1C(=O)c1ccccc1)c1ccc(Br)o1	49%[activator]	/	0%	2	1.1	-6%	-2%	-18%	-11
CCc1cc(=O)oc2cc(OCC(=O)N3C[C@H]4C[C@@H](C3)c3cccc(=O)n3C4)ccc12	18%	2%	0%	0	-0.5	-1%	0%	-2%	5
CN1C(=O)N(C)C(=O)C2(Cc3cc(NC(=O)c4ccccc4)ccc3N3CCCC32)C1=O (stereo not drawn)	-24%	-10%	-1%	-3	0.4	8%	15%	-16%	-8
O=c1[nH]c2ccccc2n1C1CCN(C(c2cccc3ccccc23)c2nnnn2Cc2ccccc2)CC1 (stereo not drawn)	-9%	/	-10%	-2	/	-6%	/	/	/
CC(=O)OC1CCC2(C)C(CCC3C4CC(N5CC5)C(C(C)=O)C4(C)CC(=O)C32)C1 (stereo not drawn)	-20%	-5%	-8%	-5	/	-3%	/	-30%	/
Cn1c(O)c(C=NCCc2c[nH]c3ccccc23)c(=O)n(C)c1=O	-8%	-1%	0%	0	-0.6	-6%	2%	-13%	-5
O=C(NCC(c1cccnc1)N1CCN(c2ccc(F)cc2)CC1)Oc1ccccc1 (stereo not drawn)	16%	-1%	2%	0	1.1	6%	/	15%	14
C=CC[N+]1(C)C2CCC1CC(O)C2 (stereo not drawn)	3%	-2%	0%	-2	0.7	-4%	-7%	-3%	5
O=C(CSc1ccccc1)N1CCC2(CC1)OCCO2	-12%	-3%	1%	3	-0.8	0%	-1%	-1%	-27
C[C@]12CC[C@@H](O)CC1=CCC1C2CC[C@@]2(C)C1C[C@@H](F)[C@@H]2O (stereo partly drawn)	22%	-25%	0%	-10	/	5%	4%	-23%	/
CN=C(SCC(=O)c1cccc(Cl)c1)c1c(O)n(C)c(=O)n(C)c1=O	12%	-17%	0%	-5	-0.3	12%	6%	-29%	12
CC(C)OC12Oc3ccccc3C=C1N1CCC2CC1 (stereo not drawn)	i	-4%	-1%	-6	1.1	-3%	-3%	15%	-2
CCc1ccccc1NC(=O)CNCc1ccccc1	-29%	-1%	0%	-2	24	-2%	-3%	-2%	12
C[C@@H]1O[C@@H](O[C@@H]2C=C3CCC4C(CC[C@]5(C)[C@@H](c6ccc(=O)oc6)CC[C@]45O)[C@@]3(C)CC2)[C@H](O)[C@H](O)[C@H]1O (stereo partly drawn)	19%	3%	-12%	0	-1.3	-6%	-2%	10%	8
CCc1cc(=O)[nH]c(SCCCF)n1	11%	5%	1%	-7	-1.6	-1%	-11%	17%	-5
COC(=O)C1=C(c2ccc(F)cc2F)C[C@@H]2CC[C@H]1N2C(=O)NC1CC1	/	5%	-2%	-10	-0.2	0%	-1%	20%	-11
C/C(=N\NC(=O)c1ccccc1)c1c(O)n(Cc2ccccc2)c(=O)[nH]c1=O	0%	-7%	-7%	-2	0.9	-6%	-1%	7%	-3
Cc1cccc(Cn2cccc(C(=O)Nc3ccc4c(c3)OCCO4)c2=O)c1	?	0%	4%	4	0.1	-2%	9%	-19%	/
COC(=O)C1=C(c2ccc(F)cc2F)C[C@@H]2CC[C@H]1N2C(=O)N1CCOCC1	-2%	0%	2%	-3	0.5	-1%	-17%	21%	20
COc1ccc(CNC(=O)C(NC(C)=O)C(C)C)cc1OC (stereo not drawn)	8%	0%	-1%	-6	0.8	-4%	13%	6%	-5

Some of the compounds tested; the hit share may differ from the screen's.
